# Furin inhibitor = blocks human furin protease activity. P09958. purified furin, fluorogenic substrate cleavage. inhibition, % at 30 µM. 220,000 compounds, 0.061% hits; in the data active = inhibition above about 25%; also: inactives centre near -15
# FXIa inh 1536 = blocks human coagulation factor XIa protease activity | purified FXIa, Boc-Glu-Ala-Arg-AMC fluorogenic substrate | P03951 | inhibition, % at 5 µM | 220,000 compounds, 0.14% hits;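 active = inhibition of at least 40%; inactive = inhibition below 40%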;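 also: fluorescence of freed AMC excited at 355 nm; 0% = enzyme without compound and 100% = no enzyme blank; many of its hits are not listed in these tables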
# PERK inhibitor = human PERK inhibition, primary cell-based screen | inhibition, % at 5.6 µM | CHO PERK-DD fusion, SEAP luminescence translation reporter | 220,000 compounds, 0.17% hits;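 active = inhibition above the mean inhibition of all tested compounds plus 3 SD, set separately per screening campaign, cut at about 2.9% in these data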;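 also: PERK kinase domain activated by AP20187 dimerizer at 100 nM; 0% = DMSO with dimerizer and 100% = rapamycin at 8.4 µM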
# thrombin 1536 = inhibitors of human thrombin; AID 1046; 220,000 compounds, 0.26% hits; alpha-thrombin, Boc-VPR-AMC fluorogenic substrate cleavage; P00734; inhibition, % at 5 µM;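 active = inhibition at or above 40%; inactive = inhibition below 40%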;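 also: 0% = enzyme with no compound and 100% = wells without enzyme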
#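 System – human alpha-thrombin · Medium – pH 7.5 Tris (50 mM) with NaCl 150 mM, Tween 20 0.05% · Compound – single-point dosing at 5 µM, 0.2% DMSO · Incubation – enzyme reaction carried out at room temperature · Technique – fluorescence of released AMC, ex 355 nm, em 460 nm · Read-out basis – % inhibition of thrombin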
# Rad51 HR inh = Rad51 (human) homologous recombination inhibition; Q06609; hRad51 DNA strand exchange, fluorescence dequenching; inhibition, % at 10 µM; 200,000 compounds, 0.085% hits;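 active = inhibition above 40% at the single screening dose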;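 also: 0% = DMSO control wells and 100% = blanks with heterologous ssDNA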
# Target sequence (Q06609 whole entry, looked up): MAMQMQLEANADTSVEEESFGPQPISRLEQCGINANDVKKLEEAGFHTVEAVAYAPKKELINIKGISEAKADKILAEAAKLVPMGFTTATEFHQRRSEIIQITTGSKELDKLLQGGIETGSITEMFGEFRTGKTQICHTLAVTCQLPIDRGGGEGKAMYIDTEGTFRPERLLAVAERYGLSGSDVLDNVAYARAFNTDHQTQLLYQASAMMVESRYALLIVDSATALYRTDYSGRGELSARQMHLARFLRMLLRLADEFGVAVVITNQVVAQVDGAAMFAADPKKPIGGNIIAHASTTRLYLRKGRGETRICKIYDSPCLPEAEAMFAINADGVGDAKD
#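 Material: hRad51 filaments on single-stranded DNA; Reagent: Donor/quencher-labelled 47-bp dsDNA substrate; Compound: 10 µM final, single point; Schedule: 37 °C 15-min filament assembly, 30-min compound preincubation, 15-min exchange; Technique: FRET fluorescence, excitation 485 nm, emission 520 nm; Benchmarks: control wells and blank wells on each plate.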
# m-calpain inh = calpain II (pig) inhibition; purified calpain II, fluorogenic peptide substrate, 30 min; 220,000 compounds, 0.37% hits; inhibition, % at 16 µM;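 active = inhibition above about 50%, limit read from the data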
# Cl transport mod = KCC2 (human) Cl- transport modulation; Q9H2X9; KCC2 cells, thallium flux FluoZin-2 fluorescence; B-score of Tl+ flux slope (higher = more flux/activation; lower = inhibition) at 10 µM; 190,000 compounds, 2.2% hits; AID 1456;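 active = thallium flux slope and its plate-corrected score both differing from the plate sample mean at a set confidence after two filtering rounds, in either direction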;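 also: slope of fluorescence scaled to starting intensity during 10 to 20 s after thallium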
# KLK5 inh = blocks human kallikrein 5 protease activity | recombinant hK5, fluorogenic AMC substrate cleavage | inhibition, % at 5 µM | 210,000 compounds, 0.59% hits | AID 873;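 active = inhibition of 40% or more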;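 also: 0% = enzyme controls without compound and 100% = no-enzyme blanks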
# FXIIa inh 1536 = inhibitors of human coagulation factor XIIa | 220,000 compounds, 0.3% hits | inhibition, % at 5 µM | P00748 | AID 800 | purified FXIIa, Boc-QGR-AMC fluorogenic substrate, 2 h; in the data active = inhibition above about 40%;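 also: 0% = enzyme with no compound and 100% = blank without enzyme; many of its hits are not listed in these tables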
# Target sequence (P00748 20-372 limits assumed): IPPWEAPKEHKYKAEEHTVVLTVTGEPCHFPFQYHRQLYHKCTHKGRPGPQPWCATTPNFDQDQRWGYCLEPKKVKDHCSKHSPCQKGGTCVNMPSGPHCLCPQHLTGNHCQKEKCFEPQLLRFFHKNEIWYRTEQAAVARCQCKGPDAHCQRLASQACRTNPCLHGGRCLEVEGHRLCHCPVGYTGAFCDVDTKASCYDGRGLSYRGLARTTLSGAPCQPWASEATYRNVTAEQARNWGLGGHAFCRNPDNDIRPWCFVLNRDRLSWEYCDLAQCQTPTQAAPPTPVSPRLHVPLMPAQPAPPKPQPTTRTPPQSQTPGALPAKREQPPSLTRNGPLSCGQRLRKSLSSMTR
# Target sequence (P00748 373-615 limits assumed): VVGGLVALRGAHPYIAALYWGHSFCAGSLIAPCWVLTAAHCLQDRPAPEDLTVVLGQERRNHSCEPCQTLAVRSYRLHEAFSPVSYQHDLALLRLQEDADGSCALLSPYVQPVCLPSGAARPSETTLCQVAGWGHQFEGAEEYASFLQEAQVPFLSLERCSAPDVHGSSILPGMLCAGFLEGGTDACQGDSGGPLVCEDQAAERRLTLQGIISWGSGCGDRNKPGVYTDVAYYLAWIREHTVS
# The depositor's hits bear a star; nt = not tested or not shown; [ ] = remark or other dose. Not all compounds are listed (hit frequency here may not be typical).
SMILES,Furin inhibitor,FXIa inh 1536,PERK inhibitor,thrombin 1536,Rad51 HR inh,m-calpain inh,Cl transport mod,KLK5 inh,FXIIa inh 1536
CCCNC(=O)c1ccccc1NC(=O)c1ccccc1SC,-12,0,-0.6,-3,-6,20,-0.5,4,8
CCOCCc1nnc(NC(=O)COC)s1,-14[20 µM],3,1.0,0,-7,10,-0.24,1,15
COCC1CCCN(Cc2nc(C(c3ccccc3)c3ccccc3)no2)C1 (stereo unspecified),-22,-2,-0.6,-2,23,2,1,-2,4
Cc1ccc[n+](CC(=O)N2CCCc3ccccc32)c1,-15,-4,0.4,-14,4,16,1.5,-1,5
COc1ccc(-c2cc(C(=O)N3CCN(c4ccccc4)CC3)c3ccccc3n2)cc1OC,-15[20 µM],-4,-1.0,-6,-1,-62,0.16,-4,8
CCc1cc2c(=O)c(-c3ccc4c(c3)OCCO4)coc2c(CN2CCCCC2C)c1O (stereo unspecified),-17,-1,-0.7,-10,-5,-378,0.19,2,7
COC(=O)/C(C#N)=C1/SC=C(C)N1c1ccccc1,-11[20 µM],2,0.0,-7,-5,-16,0.54,-8,10
O=C(c1cc(-c2ccco2)on1)N1CCCc2ccccc21,-27,4,1.7,-1,2,-71,-0.84,-3,13
Cc1[nH]c2c(ccc3cccnc32)c1C,-13,2,0.3,-1,21,-17,-0.31,3,5
O=C(NCc1ccc2c(c1)OCO2)c1cccc(F)c1,-3,3,0.0,1,3,-5,2.3e-05,-14,19
COc1ccc(C(=O)NCCc2nc3cc([N+](=O)[O-])ccc3n2C)cc1,-12,7,-1.1,-5,21,-3,-0.18,3,6
Cc1ccc(C)c(S(=O)(=O)Nc2ccc(O)cc2)c1,-10,6,1.1,4,-3,-5,nt,-9,16
O=C(c1ccc(S(=O)(=O)N2CCC(c3nc4ccccc4[nH]3)CC2)cc1)N1CCOCC1,-7,16,1.0,-1,-1,-5,0.4,0,25
Cc1ccc(S(=O)(=O)N(CC(=O)NCCSc2ccccn2)c2ccc(C)c(C)c2)cc1,-18,9,-0.9,-2,-33,15,-5.1,-9,12
COCCSc1nnc(NC(=O)Cc2ccccc2OC)s1,-20[20 µM],-1,-0.2,-12,-6,6,0.38,-19,-5
Cc1nc2sc(C(=O)O)c(N)c2c2c1COC(C)(C)C2,-22,-9,-1.2,-6,-2,-18,nt,-8,-2
CCOC(=O)c1ccc(NC2c3ccccc3C(=O)N2c2ccccn2)cc1 (stereo unspecified),-11,0,1.1,-2,2,6,0.21,0,12
CCn1c(=O)c2c(O)cc(=O)oc2c2ccccc21,-11[20 µM],4,1.3,5,-5,-48,-0.24,-5,18
O=C(O)CN1C(=O)S/C(=C\c2cccnc2)C1=O,-4,2,-0.8,0,-26,2,-0.74,2,1
Cc1cccc(CNc2ccc(C(CC(N)=O)NC(=O)c3cccc(Br)c3)cc2[N+](=O)[O-])c1 (stereo unspecified),-29,4,nt,5,-6,-25,0.46,5,12

# 4 entries drawn at random from the list so far, as already listed:
SMILES,Furin inhibitor,FXIa inh 1536,PERK inhibitor,thrombin 1536,Rad51 HR inh,m-calpain inh,Cl transport mod,KLK5 inh,FXIIa inh 1536
CCn1c(=O)c2c(O)cc(=O)oc2c2ccccc21,-11[20 µM],4,1.3,5,-5,-48,-0.24,-5,18
CCCNC(=O)c1ccccc1NC(=O)c1ccccc1SC,-12,0,-0.6,-3,-6,20,-0.5,4,8
Cc1ccc[n+](CC(=O)N2CCCc3ccccc32)c1,-15,-4,0.4,-14,4,16,1.5,-1,5
CCOC(=O)c1ccc(NC2c3ccccc3C(=O)N2c2ccccn2)cc1 (stereo unspecified),-11,0,1.1,-2,2,6,0.21,0,12

# The list continues:
SMILES,Furin inhibitor,FXIa inh 1536,PERK inhibitor,thrombin 1536,Rad51 HR inh,m-calpain inh,Cl transport mod,KLK5 inh,FXIIa inh 1536
Cc1ccc(Nc2cc(=O)[nH]c(=O)[nH]2)cc1C,-17,-2,0.7,-13,10,-24,-0.27,0,4
CCOC(=O)c1ccc(NC(=O)c2cccc(S(=O)(=O)N3CCOCC3)c2)cc1,-18,1,-0.5,-3,8,-56,nt,-14,10
OC(c1cc(-c2ccc(C(F)(F)F)cc2)nc(C(F)(F)F)c1)C1CCCCN1 (stereo unspecified),-9,-4,-1.5,-3,-5,28,2.7,-2,4
CCC1Sc2ccccc2N(CC(=O)NC2CC2)C1=O (stereo unspecified),-9,-7,0.3,2,10,-25,-0.13,-1,1
COc1cccc(NC(=O)CN(C)S(=O)(=O)c2ccc(C)cc2)c1,-16,-3,0.7,0,-6,-3,-1.6,-19,12
COc1ccc(OC)c(S(=O)(=O)N2C(C)CCCC2C)c1 (stereo unspecified),-13,4,0.2,0,2,17,0.61,2,10
O=C(Nc1ccc2c(c1)CCC2)c1cccc(S(=O)(=O)Nc2ccccc2Cl)c1,-7,25,0.9,-1,-1,55*,-1.1,-8,23
Cc1oc2c(c1C(=O)Nc1cccc(C(=O)O)c1)CCCC2,-23[20 µM],-5,0.5,-5,0,-5,-0.76,-6,-14
Cc1ccc(/C=N/NC(=O)CN2C(=O)CSc3ccccc32)o1,-10,2,0.2,3,6,-13,0.01,2,11
CC(=O)c1cccc(NC(=O)Cn2c(=O)oc3cc(S(=O)(=O)N4CCCC4)ccc32)c1,-21,-5,-0.3,-6,12,-19,-0.99,-3,4
CCOC(=O)N1CCC(NC(=O)c2cc3ccccn3n2)CC1,-3,3,0.2,-2,nt,0,nt,-8,12
Cc1ccc(Nc2nc(CSc3nnnn3-c3ccccc3)cs2)cc1,-13,0,0.9,-4,-7,24,0.62,-3,-5
O=C1CN(C(=O)COC(=O)/C=C/c2ccc(S(=O)(=O)N3CCOCC3)cc2)c2ccccc2N1,-16,-6,0.7,-9,4,-14,-0.038,-4,3
COc1ccc(/C=N\Nc2ncc(F)c(N3CCOCC3)n2)cc1OC,1,0,0.0,-3,16,-7,-0.074,1,7
CC1CCc2[nH]nc(C(=O)O)c2C1 (stereo unspecified),-18,15,0.3,78*,-3,8,0.22,32,5
COc1cccc(C(=O)Nc2cccc3c2ccc2cccn23)c1,-7,1,0.9,3,-18,-26,0.84,-6,3
C/C(=C\C(=O)c1ccc(Cl)s1)N(C)C,-28,-1,1.8,10,17,-4,3.8*,-14,1
CCCCC(CC)CNC(=O)c1ncn[nH]1 (stereo unspecified),-24,0,1.1,-8,-1,1,0.69,0,6
CN(C)c1cccc(C(=O)NNC(=O)NC2CCCCC2)c1,-14,-9,0.1,15,-4,15,0.045,-5,-3
Cc1[nH][nH]c(=O)c1C=NCc1cccnc1,-19,-3,1.5,-8,2,1,0.4,-2,3
Cc1ccccc1-n1c(SCC(=O)NC(N)=O)nc2sc(-c3ccccc3)cc2c1=O,-1,8,-0.2,-6,9,-45,-1.1,-16,11
O=C(Cc1ccccc1)NCCN1CCCC1,-28,1,0.9,1,-8,-14,1.1,3,8
O=C(/C=C/c1ccccc1[N+](=O)[O-])N1CCN(c2ccc(F)cc2)CC1,-6,-8,-1.2,5,-17,0,-0.27,-4,5
COc1ccc(C2CC(c3ccc(F)cc3)n3nc(NC(=O)c4ccco4)nc3N2)cc1 (stereo unspecified),-16,10,-1.1,-5,nt,-26,-0.42,-1,5
Cc1nn(CCC#N)c(N)c1C1(O)C(=O)Nc2c(Cl)cc(Cl)cc21 (stereo unspecified),-6,-4,-0.3,-12,nt,7,0.85,-4,1
COc1ccc(C(=O)C(OC(=O)c2ccccc2)c2ccccc2)cc1 (stereo unspecified),-7,-14,-0.9,2,nt,44,-0.51,3,16
CCOc1ccc(NC(=O)COC(=O)Cc2ccc(S(=O)(=O)N3CCOCC3)s2)cc1,-14[20 µM],3,0.5,4,-4,-76,0.23,1,11
N#C/C(=C(/O)COC(=O)CCc1ccc(S(=O)(=O)N2CCOCC2)cc1)c1nc2ccccc2[nH]1,-23,2,-0.3,0,-14,-241,-0.33,-9,4
CC(=O)/C(N=Nc1ccc(-n2ccc(C(F)(F)F)n2)cc1)=C(\C)O,-24,-1,0.7,-11,11,93*,-0.66,-8,5
Cc1ccccc1NC(=O)c1cccc(S(=O)(=O)Oc2ccc([N+](=O)[O-])cc2)c1,-22[20 µM],-8,-0.1,-13,-2,12,-0.45,-24,0
Cc1nc(-c2cccc(S(=O)(=O)N3CC(C)CC(C)C3)c2)cs1 (stereo unspecified),-8[20 µM],7,0.9,0,1,22,1.2,-8,15
O=C(Nc1nc(-c2ccccc2)cs1)c1ccc(S(=O)(=O)N2CCc3ccccc32)cc1,1,59*,-0.3,-2,-6,-35,-0.27,-9,15
O=C1CSC(c2cccc([N+](=O)[O-])c2)N1c1c(F)cccc1F (stereo unspecified),-29,-3,-0.6,-11,-108,-8,0.029,2,4
O=C(O)CSc1c(-c2ccccc2)c2cc(Cl)ccc2[nH]c1=O,-12,-6,0.8,-16,-8,-17,0.47,-8,1
N#Cc1nc(Cc2ccccc2)oc1N1CCN(c2ccccc2)CC1,-18,1,0.5,0,4,40,nt,0,11
CC(=O)OCn1nnc2ccccc2c1=O,-25[20 µM],4,0.5,2,-1,-15,0.42,-8,12
CCO[C@@H]1OC(C(=O)O)=C[C@H](c2ccc(C(F)(F)F)cc2)[C@H]1CCCO,1,3,1.8,0,-8,20,1.4,3,11
O=S(=O)(NC1=NCCCCC1)c1ccc(F)cc1,-17,-3,1.5,-4,15,-4,0.036,-1,-1
CCCOCC(O)CCc1n[nH]c(=S)n1-c1ccccc1 (stereo unspecified),-33,-4,0.6,-3,0,-22,0.36,-1,5
CCn1cc(C(=O)O)c(=O)c2cc(Br)ccc21,-28[20 µM],-4,0.5,-5,-7,-8,nt,-3,7
CC(=O)N1CCC(N2CCN(Cc3ccc(C)cc3)C(CCO)C2)CC1 (stereo unspecified),-20,-5,0.7,-2,-8,-1,0.85,3,12
COc1ccc(NC(=O)Cc2ccc(-c3ccccc3)cc2)cn1,-17,8,1.6,-2,0,-33,-0.48,14,7
CC1CCN(C(=O)CSc2nnc(CSc3ncccn3)n2C)CC1,2,-4,0.1,5,4,-6,0.38,-16,18
Cc1ccc(S(=O)(=O)c2nc(Nc3ccccc3N3CCOCC3)sc2Cl)cc1,-2[20 µM],0,2.0,-3,nt,-1,0.81,10,16
Cc1ccnc2nc(C(=O)NC3=NCCS3)nn12,-28,18,1.5,1,1,17,nt,-1,20
CCOc1ccc(/C=C2\SC(=S)N(C)C2=O)cc1OC,-9,-3,1.2,2,1,-34,0.22,-5,9
Cc1ccc(OCC(O)Cn2c(NCCc3ccccc3)nc3c2c(=O)[nH]c(=O)n3C)cc1 (stereo unspecified),-15[20 µM],-5,0.3,-2,1,27,-0.15,5,-6
Cc1ccc(C)c(NC(=O)Cc2ccc(S(=O)(=O)N3CCCCC3)s2)c1,-13,17,-0.8,-5,-19,15,-1.8,-7,20
Cc1nnc(SCCc2ccccc2)[nH]c1=O,-22,5,0.7,2,-7,-5,0.66,-9,17
O=C1CC(N(CCc2ccccc2)C(=S)Nc2ccccc2)C(=O)N1c1ccccc1 (stereo unspecified),-26,4,0.0,-1,0,-3,0.54,-21,7

# Screening results from PubChem.
